# Screening results from PubChem BioAssay.
# mcGAS lum – cyclic GMP-AMP synthase inhibitors, mouse, primary biochemical chemiluminescence. Q8C6L5. recombinant cGAS, Kinase-Glo ATP depletion luminescence. inhibition, % at 12.5 µM. 160,000 compounds, 0.15% hits. AID 1259399, 2018;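 further: 0% = negative control wells and 100% = reference inhibitor with no enzyme activity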
# hcGAS inh – Primary biochemical luminescence assay for human cyclic GMP-AMP synthase inhibitors; Q8N884; recombinant h-cGAS, ATP depletion, Kinase-Glo luminescence; inhibition, % at 12.5 µM; 290,000 compounds, 0.081% hits;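 further: 0% = vehicle reaction and 100% = reaction without DNA for no activity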
# Target sequence (Q8N884 whole entry, looked up): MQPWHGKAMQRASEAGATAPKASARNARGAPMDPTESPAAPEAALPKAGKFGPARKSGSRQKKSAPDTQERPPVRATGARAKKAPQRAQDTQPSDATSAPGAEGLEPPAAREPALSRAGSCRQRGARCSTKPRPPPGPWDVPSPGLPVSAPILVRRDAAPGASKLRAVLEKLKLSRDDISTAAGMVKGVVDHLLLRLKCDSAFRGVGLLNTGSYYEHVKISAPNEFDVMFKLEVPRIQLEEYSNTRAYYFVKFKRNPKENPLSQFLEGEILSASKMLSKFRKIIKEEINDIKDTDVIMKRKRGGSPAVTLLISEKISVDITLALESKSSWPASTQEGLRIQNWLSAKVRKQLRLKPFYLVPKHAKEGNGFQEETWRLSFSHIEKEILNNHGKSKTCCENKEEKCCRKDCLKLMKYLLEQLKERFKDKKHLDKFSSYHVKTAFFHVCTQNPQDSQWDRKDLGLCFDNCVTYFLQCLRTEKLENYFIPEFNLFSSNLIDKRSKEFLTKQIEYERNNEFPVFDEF
# NPYLR7 agonist – agonists of mosquito NPYLR7 receptor, primary screen, cell-based, Aedes aegypti, calcium fluorescence, mosquito biting behavior. HEK293T NPYLR7/Galpha15, GCaMP6s calcium fluorescence. activation, % at 10 µM. 270,000 compounds, 0.15% hits; in the data active means activation above about 40%;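 further: 0% = vehicle and 100% = reference agonist at the receptor; some compounds past the cut are filed as inactive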
# * hit, by the source's call; nt = not tested or not shown; & = joins results of further samples. Unless noted, no stated cut-off is given here; in the data, active means inhibition above about 40%; inactive means the rest.
SMILES,mcGAS lum,hcGAS inh,NPYLR7 agonist
Cc1onc(-c2ccccc2Cl)c1C(=O)NC(C)c1ccccc1 (centres undefined),nt,-5.2,-3.5
CCCCC(O)CN(Cc1ccc(F)cc1)Cc1c(C)nn(-c2ccccc2)c1Oc1ccccc1OC (centres undefined),-2.8,0.1,-2.1
CN(CC1CCN(c2ccccc2)C1)CC(C)(C)CN1CCOCC1 (centres undefined),-5.0,-13.8,nt
COc1ccc(/C=C2\C=C(c3ccccc3)N(c3ccc(-c4ccccc4)cc3)C2=O)cc1Br,-7.1,-5.6,-1.0
COc1ccc(CCN(Cc2ccco2)C(=O)CN(C(=O)Nc2c(Cl)cccc2Cl)C(C)C)cc1OC,-0.3,2.1,nt
CCOCCn1cc(C2CCN(C(=O)c3ccc(OC)c(OC)c3)CC2)c2ccccc21,-6.2,-7.3,1.7
O=C1NCC2(CCCN(C(=O)c3cc(F)cc(Cl)c3)C2)O1 (centres undefined),-8.7,-1.7,1.8
O=C(CCNC(=O)c1cccs1)NCc1ccccc1CN1CCCC1,nt,-7.1,1.5
Cc1ccc(C(=O)NC(C(=O)NCc2ccco2)C2CCN(C(=O)Cc3ccccc3)CC2)cc1 (centres undefined),5.1,-3.9,4.3
COc1ccc(Cn2ccnc2S(C)(=O)=O)cc1F,nt,-8.7,-1.5
O=C(c1cc(=O)c2ccccc2[nH]1)N1CCCC(N2CCCC2)C1 (centres undefined),nt,-4.3,5.2
CC(C)N(CC(=O)N(CCc1c[nH]c2ccccc12)Cc1ccc(C(F)(F)F)cc1)S(C)(=O)=O,-5.9,-3.5,17.6
O=C(Nc1ccc2[nH]ccc2c1)c1cn2cc(Cl)ccc2n1,-5.8,-1.2,-2.1
CCOCCCn1c(SCc2cccc(Br)c2)nc2cc(S(=O)(=O)N3CCCC(C)C3)ccc21 (centres undefined),-4.1,-10.0,17.3
COC(=O)c1ccccc1NC(=O)CSc1nc2c(-c3ccccc3)c[nH]c2c(=O)n1C,-8.0,-6.3,2.8
COC(=O)CSc1nc(C)cc(-c2ccccc2)c1C#N,-4.3,-3.7,-3.8
COc1cccc(C(CN2CCN(S(=O)(=O)c3ccccc3Cl)CC2)OCc2cccc(Cl)c2)c1 (centres undefined),-3.4,4.4,15.7
CC(CNCc1cnc(-c2ccc3ccccc3c2)nc1)Oc1cccnc1 (centres undefined),nt,-6.2,3.6
Cc1nnc2c3nnc(C)n3c3ccccc3n12,nt,-12.3,11.8
O=C(COc1ccc(C(=O)c2ccccc2)cc1)NCCn1nc(-c2cccs2)ccc1=O,-5.2,-3.0,0.9
CCOC(=O)c1cn2nc(-c3ccccc3)nc2nc1C,-5.0,-2.3,-0.4
COc1ccc(CN(Cc2ccco2)C(=O)c2ccccc2Cl)cc1OS(=O)(=O)c1ccc(NC(C)=O)cc1,-2.0,-4.6,24.5
CCOC(=O)CCC(=O)N1CCN(c2ccc(NC(=O)COC)cn2)CC1,-0.7,-1.0,-8.7
COc1ccc(OCC(=O)N=Nc2c(O)[nH]c3ccc(F)cc23)cc1,-2.8,-3.0,-0.2
CCC1CCc2c(sc(NC(=O)c3c(-c4c(Cl)cccc4Cl)noc3C)c2C(N)=O)C1 (centres undefined),-3.9,-2.9,-0.4
C=C(C)Cn1c(SCC(=O)N/N=C\C=C\c2ccccc2OC)nnc1-c1ccc(Br)cc1,nt,0.4,-2.5
COc1cc(C)ccc1OCC(=O)NC1CCSc2ccccc21 (centres undefined),nt,-8.1,-5.1
C=CCOC(=O)CC1Sc2ccccc2NC1=O (centres undefined),nt,-6.3,3.5
COCCN(Cc1cnn(C)c1)C(=O)C1CCNC1 (centres undefined),-16.1,-5.1,8.1
c1cncc(-c2nc3cnccn3c2NC2CCCCC2)c1,nt,1.1,1.9
O=C(Nc1ccc(F)cc1F)C12CC3CC(C1)CC(C(=O)Nc1ccc(F)cc1F)(C3)C2,-5.1,-2.1,-1.0
O=C(CN1C(=O)CSC1c1ccc(Cl)c(Cl)c1)N1CCCC1 (centres undefined),-4.6,-3.3,23.4
Cc1cc(NC(=O)N2CCN(C(=O)c3ccc(C(F)(F)F)cc3)CC2)no1,nt,-5.8,-2.0
Cc1noc(C)c1S(=O)(=O)NC(c1ccccc1)c1ccccn1 (centres undefined),-16.0,-11.0,-5.2
CN(C)CC1(O)CCCN(C(=O)Nc2ccc(-c3ccccc3)cc2)CC1 (centres undefined),nt,-6.2,9.0
COc1ccc(-c2cc3c(SCc4ccccc4)nccn3n2)cc1,-7.9,-4.6,0.2
Cn1nc(C(=O)N2CCC(CCC(=O)NC3CCN(Cc4ccccc4)C3)CC2)ccc1=O (centres undefined),-11.0,-8.3,2.5
COC(=O)c1ccc(Cl)c(S(=O)(=O)N2CCC(c3ccn[nH]3)CC2)c1,-16.2,-19.6,-0.4
COc1cccc(CSc2nnc(CNC(=O)Nc3ccc(OC)cc3OC)n2-c2ccc([N+](=O)[O-])cc2)c1,-6.0,-2.4,-0.3
CCn1cc(-c2n[nH]c(=S)n2C)ccc1=O,nt,-6.1,-1.2
C=CC(=O)N1CCN(c2nc3ccccc3nc2C)CC1,nt,-4.0,23.6
COc1ccc(S(=O)(=O)N2CCC3(CCCNC3)C2)cc1OC (centres undefined),nt,-4.6,-0.4
CC(=O)N1CCN(C(=O)c2cn(C)cc3c(=O)n(-c4ccccc4)nc2-3)CC1,-8.8,-4.8,5.2
O=C1NC(=S)N/C1=C/c1cc([N+](=O)[O-])ccc1Cl,0.9,-7.1,3.8
CN(CCCN1c2ccccc2CCc2ccccc21)C(=O)c1ccccc1F,-4.3,-1.6,-5.8
FC(F)(F)c1ccc(N2CCN(c3nc(-c4ccccc4C(F)(F)F)nc4ccccc34)CC2)nc1,-6.6,-6.4,1.7
CCN(Cc1ccncc1)C1CCCN(C(=O)Cn2cc(C)c(=O)[nH]c2=O)C1 (centres undefined),nt,-1.6,-3.3
C=CCn1c(SCc2ccc(/C=C/c3ccccc3)cc2)nnc1-c1cc(-c2ccccc2)nc2ccccc12,-9.0,-11.1,-5.5
COC(C)(C)C(=O)N[C@H]1CN(c2nccnc2N(C)C)C[C@@H]1C(C)C,-4.6,-2.6,nt
Cc1noc(C)c1CN(C)C(=O)NC(C)c1ccc2c(c1)CCCC2 (centres undefined),nt,-2.8,-1.4
CCOc1ncccc1CNC(=O)c1cc(Cl)c2c(c1)OCO2,nt,-11.1,2.7
N#Cc1ccccc1-c1ccc(-c2c(-c3ccccc3)ncn2C2CCOC2)o1 (centres undefined),nt,2.8,2.3
O=C(CCl)N1CCN(Cc2c(F)cccc2Cl)CC1,nt,-3.7,-2.9
CCOC(=O)CC1CCCCN1Cc1nc(-c2ccc(OC)cc2F)oc1C (centres undefined),-5.4,-6.5,-9.5
COCCN(Cc1ccc(C)cc1)Cc1nccn1C,-9.4,-9.3,5.4
O=C(/C=C/c1ccc(Br)cc1)Nc1nc2ccccc2s1,-3.4,-3.8,3.6
CCOC(=O)c1cnc(-c2ccncc2)nc1NCc1cccc(F)c1F,-6.7,-6.4,-5.9
Cc1cccc(NC(=O)NCCS(=O)(=O)c2c(C)[nH]c3ccccc23)c1,nt,-2.6,3.8
Nc1ccnc(CNS(=O)(=O)c2ccc(CCCCl)cc2)n1,-11.5,-7.3,-5.2
O=C(Nc1cccc(C(F)(F)F)c1)N1CCC2(CC1)NCCNC2=O,-15.3,-4.6,6.4

# An excerpt of these results, with two lines to a compound.
# Results follow in this order: mcGAS lum	hcGAS inh	NPYLR7 agonist
- FC(F)(F)c1ccc(N2CCN(c3nc(-c4ccccc4C(F)(F)F)nc4ccccc34)CC2)nc1
 : -6.6	-6.4	1.7
- CCN(Cc1ccncc1)C1CCCN(C(=O)Cn2cc(C)c(=O)[nH]c2=O)C1 (centres undefined)
 : nt	-1.6	-3.3

# (list continues)
SMILES,mcGAS lum,hcGAS inh,NPYLR7 agonist
Cc1cn2c3c(=O)n(Cc4ccc(Cl)cc4)c(=O)n(C)c3nc2n1Cc1ccco1,-5.8,0.3,4.0
O=C(NCCC(=O)N1CCOCC1)c1cc(F)ccc1-c1ccccc1,nt,-15.7,-7.6
Cc1cc(C)nc(NN=Cc2cc(Br)cc(Br)c2O)n1,nt,0.7,-1.3
CCC(NC(=O)CC(=O)Nc1ccc(C)c(Cl)c1)c1nc(C)no1 (centres undefined),-19.2,-5.3,2.2
Cc1ccc(O)c(NC(=O)CN2C(=O)c3ccccc3C2=O)c1,-3.8,-2.1,-8.7
Cc1ccccc1CN(CCN1CCOCC1)CC(C)(C)O,-3.3,-3.4,34.3
CN1CCC2(CC1)CN(Cc1ccccc1C(=O)O)CCN2C,nt,-1.8,-5.5
N#Cc1ccc(CSc2nnc(N)s2)cc1,nt,-5.6&-6.0,-9.2&-0.9
Cc1nc(NC(=O)c2c(C)nn(CC(C)C)c2Cl)sc1C,-8.3,-14.7,7.6
CCOCCCN(CC(=O)N(Cc1ccccc1)Cc1cccs1)C(=O)Nc1c(Cl)cccc1Cl,-4.3,-1.9,9.2
C=CCn1c(C2CC(=O)N(c3cccc(Cl)c3)C2)nc2ccccc21 (centres undefined),-2.0,-6.8,1.7
Cc1nc(CCN)cc(N2CCCC2c2nonc2C)n1 (centres undefined),nt,-4.3,1.2
O=S(=O)(c1ccccc1)N1CCCN(c2cc(Oc3ccc(F)c(Cl)c3)ncn2)CC1,-5.5,-3.0,-8.6
Cc1ccccc1CCN1CCC(CN(C(=O)c2ccc3n[nH]nc3c2)C2CCCC2)CC1,-1.1,5.1,-2.7
Clc1ccc(OCc2nc3c4cnn(-c5ccc(Cl)cc5)c4ncn3n2)cc1,-6.0,-6.7,5.7

# Ordered by number of heavy atoms (descending): some entries from above.
SMILES,mcGAS lum,hcGAS inh,NPYLR7 agonist
COc1ccc(CCN(Cc2ccco2)C(=O)CN(C(=O)Nc2c(Cl)cccc2Cl)C(C)C)cc1OC,-0.3,2.1,nt
Cc1cccc(NC(=O)NCCS(=O)(=O)c2c(C)[nH]c3ccccc23)c1,nt,-2.6,3.8
COC(=O)CSc1nc(C)cc(-c2ccccc2)c1C#N,-4.3,-3.7,-3.8
Cc1cc(C)nc(NN=Cc2cc(Br)cc(Br)c2O)n1,nt,0.7,-1.3

# Further entries:
SMILES,mcGAS lum,hcGAS inh,NPYLR7 agonist
CC(Cl)C(=O)Nc1ccc(C2SCC(=O)N2c2ccc3c(c2)CCC3)cc1 (centres undefined),-5.9,-6.1,18.2
OC(Cc1ccccc1)CN(CCc1nc(-c2ccc(Br)cc2)no1)Cc1ccco1 (centres undefined),0.0,-0.6,-10.8
CCCCN1C(=O)c2ccc(C(=O)Nc3ccccn3)cc2C1=O,nt,-10.1,3.1
O=C(NCc1cc(-c2cc3ccccc3o2)on1)C1CCCC1,-7.6,-9.9,0.3
CC(C)(C)C(=O)N1CCN(C(c2ccccc2)c2ccc(Cl)cc2)CC1 (centres undefined),-6.1,-10.8,24.9
CN1CC2(CCCN(Cc3ccc4occc4c3)CC2)OC1=O (centres undefined),-9.8,-5.5,4.9
COc1ccc(C(=O)N(Cc2cccc(C)c2)[C@@H]2CCCCC2NC(=O)[C@H]2CCCN2C(=O)CCc2ccccc2)cc1 (some centres undefined),-4.3,-1.6,-3.7
CC(CNc1cc(-c2ccccc2)c2ccccc2n1)N1CCOCC1 (centres undefined),-1.4,1.2,0.2
CCS(=O)(=O)N1CCC(O)(c2ccc(C)cn2)CC1,-17.1,-8.7,-4.2
CCc1ccc(N2CCn3c2nc2c3c(=O)n(C)c(=O)n2C)cc1,nt,-7.4,13.0
Cn1ncc(Br)c1C(=O)Nc1nc2ccc(Br)cc2s1,-3.0,-3.3,-1.2
CCCCN(Cc1ccc(C(=O)NO)cc1)C(=O)Nc1ccccc1,-10.4,-4.7,18.6
O=C(NC1CC1)C1CCCN(C2CCN(C(=O)c3cccc4nccnc34)CC2)C1 (centres undefined),nt,-4.5,20.7
CC(=O)c1cccc(NC(=O)c2cc(-c3ccc(C)c(C)c3)nc3ccccc23)c1,-5.1,-2.5,2.3
Cc1cccc(NC(=O)Cn2nc3c(cc2=O)CCCC3)c1C,6.1,5.0,-26.3
Cc1cc(C)c2c(=O)[nH]n(C3CCOC(C)(C)C3)c2n1 (centres undefined),-4.5,-8.7,14.8
C=c1c([N+](=O)[O-])cccc1=c1[nH]/c(=C/c2coc3ccccc3c2=O)c(=O)o1,0.5,1.9,-12.8
CC(C)(C)NC(=O)NCc1nnnn1-c1ccc(F)cc1,nt,-15.5,2.7
CCC(C)N(CCC(=O)NC(C)c1ccccc1)c1nc(Cc2ccc(F)cc2)ns1 (centres undefined),-7.1,-9.2,-5.8
Nc1onc(-c2ccc(Cl)cc2)c1-c1ccc(F)cc1,-16.2,-8.1,18.3
COc1c(C)cnc2c1c(=O)n(CC(=O)NC(C)(C)C)c(=O)n2C,-8.5,-6.0,0.9
NC(=O)c1c(SCc2c(Cl)cccc2Cl)sc2c(O)cc(=O)[nH]c12,-3.2,-2.0,-0.2
CN(CC1CCN(CC(O)c2ccccc2)CC1)C(=O)c1ccccc1 (centres undefined),-13.9,-6.5,-0.9
COCCNC(=O)c1ccc2c(c1)N(C)C(CC(=O)Nc1cnccc1C)CO2 (centres undefined),nt,-2.8,4.0

# Structural class, the compounds so far with a thiophene ring, fused or not (5)
SMILES,mcGAS lum,hcGAS inh,NPYLR7 agonist
O=C(CCNC(=O)c1cccs1)NCc1ccccc1CN1CCCC1,nt,-7.1,1.5
O=C(COc1ccc(C(=O)c2ccccc2)cc1)NCCn1nc(-c2cccs2)ccc1=O,-5.2,-3.0,0.9
CCC1CCc2c(sc(NC(=O)c3c(-c4c(Cl)cccc4Cl)noc3C)c2C(N)=O)C1 (centres undefined),-3.9,-2.9,-0.4
CCOCCCN(CC(=O)N(Cc1ccccc1)Cc1cccs1)C(=O)Nc1c(Cl)cccc1Cl,-4.3,-1.9,9.2
NC(=O)c1c(SCc2c(Cl)cccc2Cl)sc2c(O)cc(=O)[nH]c12,-3.2,-2.0,-0.2
